Screening results (PubChem BioAssay)
KDM4E inh = JMJD2E (human) inhibition; Potency, µM (top dose mostly 57.1 µM), inactives show at the top dose activity change, negative = inhibition, usual class: inhibitors; hit rate 1.6% among 230,000; B2RXH2; AID 2147; JMJD2E catalytic domain, FDH-coupled NADH fluorescence (FDH is formaldehyde dehydrogenase); active means well fitted inhibition curve with a large enough effect, not every such curve was filed as active; inconclusive means small, poorly fitted or top-dose-only effect, or another doubt; inactive means no such curve, though single readings can be large or run the other way;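 further: 0% = wells with enzyme and -100% = buffer wells without enzyme; nearly all actives have a fitted effect of over 50% in size; many of its hits are not listed in these tables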
ALDH1A1 block = inhibitors of human aldehyde dehydrogenase 1A1; P00352; Purified ALDH1A1, NADH fluorescence, propionaldehyde substrate; Potency, µM (series often up to 75.3 µM), for inactives: at the highest dose activity, negative = inhibition, actives largely listed as inhibitors; hit rate 7.3% among 220,000; active means well fitted inhibition curve with a large enough effect, not every such curve was filed as active; inconclusive means small, poorly fitted or top-dose-only effect, or another doubt; inactive means no such curve, though single readings can be large or run the other way;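 further: plate controls were no enzyme wells and a reference inhibitor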
Target sequence (P00352 whole entry, looked up): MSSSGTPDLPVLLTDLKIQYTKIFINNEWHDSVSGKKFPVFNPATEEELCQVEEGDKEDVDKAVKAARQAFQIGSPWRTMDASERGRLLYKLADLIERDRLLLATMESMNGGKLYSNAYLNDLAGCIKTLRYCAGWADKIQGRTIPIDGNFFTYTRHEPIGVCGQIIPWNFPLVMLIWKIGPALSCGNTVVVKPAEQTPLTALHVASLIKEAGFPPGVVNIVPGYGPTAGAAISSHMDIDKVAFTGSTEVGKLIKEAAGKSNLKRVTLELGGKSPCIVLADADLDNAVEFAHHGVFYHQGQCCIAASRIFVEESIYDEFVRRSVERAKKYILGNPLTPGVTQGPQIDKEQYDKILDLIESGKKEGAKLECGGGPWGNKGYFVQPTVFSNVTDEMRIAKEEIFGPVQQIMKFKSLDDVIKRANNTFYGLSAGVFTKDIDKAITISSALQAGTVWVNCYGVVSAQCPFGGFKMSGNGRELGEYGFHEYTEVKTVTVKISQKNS
SMN2 splice enh = enhancers of SMN2 splice variant expression; HEK293 SMN2-luciferase splicing reporter, luminescence, 30-36 h; Potency, µM (titrated, usually from 46.1 µM), inactives show top-dose activity change, positive = activation, most hits filed as activators; hit rate 2.8% among 210,000; AID 1458; further: % of control where 0% means no effect; nearly all actives have a fitted effect of over 55% in size
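HEK293 cells carry an SMN2 minigene-luciferase reporter in which exon 7 inclusion puts luciferase in frame. Cells were seeded at 2000 cells/well, attached for 10-12 hours, then exposed to compounds for 30-36 hours at 37C before ONE-Glo luminescence.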
LMNA splice mod = modulators of lamin A splicing; Potency, µM (series often up to 46.1 µM), for the others: at the top dose ratio change, negative = inhibition, usual class: inhibitors; HeLa LMNA splicing GFP/RFP minigene ratio, 48 h; hit rate 0.01% among 200,000; active means well fitted inhibition curve with a large enough effect in the signal ratio, with a control signal flat, not every such curve was filed as active; inconclusive means small, poorly fitted or top-dose-only effect, or effect the other way, or a change in a side signal; the % refers to the signal ratio; further: on the % scale 0 is the no-effect control and ±100 the full control effect
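Read-out is the ratio of GFP to DsRed2 object intensity, acquired by 488 nm laser-scanning cytometry on HeLa lamin A-EGFP minigene reporter cells. Compound incubation 48 hrs at 37 °C in Opti-MEM with 2% FBS; DMSO 0.5% final.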
RGS12 GoLoco inh = inhibitors of human Gai1-RGS12 GoLoco interaction (red fluorophore); P63096; hit rate 0.44% among 230,000; Gai1:RGS12 GoLoco peptide FP, rhodamine, 10 min; Potency, µM (series often up to 61.6 µM), inactives show at the top dose activity, negative = inhibition, most hits filed as inhibitors; active means well fitted inhibition curve with a large enough effect, not every such curve was filed as active; inactive means no such curve, though single readings can be large or run the other way; further: on the % scale 0 is the no-effect control and ±100 the full control effect; nearly all actives have a fitted effect of over 30% in size; many of its hits are not listed in these tables
RECQ1 helicase = blocks DNA unwinding by human RECQ1; P46063; RECQ1 DNA unwinding, red fluorescence kinetic read; Potency, µM (doses to about 57.3 µM), for inactives: top-dose activity, negative = inhibition, hits mostly inhibitors; hit rate 0.54% among 240,000; AID 2549;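 further: plate controls were vehicle for no effect and no enzyme for full effect; nearly all actives have a fitted effect of over 30% in size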
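RECQ1T1 50 nM; forked duplex (20 bp + 30-nt ss tails) 200 nM, ATP 2 mM final; pH 8.0, 2 mM MgCl2, 2.5 ug/ml poly(dI-dC); 15 min compound preincubation; discontinuous kinetic read over 2 h at RT.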
TRb-SRC2 inh = TRbeta-SRC2 interaction inhibition. Potency, µM (doses to about 106 µM), for the others: top-dose activity change, negative = inhibition, actives largely listed as inhibitors. TRbeta-SRC2 peptide binding, fluorescence polarization; receptor liganded with 1 µM T3. AID 1469. hit rate 0.065% among 280,000. P10828;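 further: plate controls were bound peptide for no effect and peptide without receptor for full effect; nearly all actives have a fitted effect of over 50% in size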
Target sequence (P10828 whole entry, looked up): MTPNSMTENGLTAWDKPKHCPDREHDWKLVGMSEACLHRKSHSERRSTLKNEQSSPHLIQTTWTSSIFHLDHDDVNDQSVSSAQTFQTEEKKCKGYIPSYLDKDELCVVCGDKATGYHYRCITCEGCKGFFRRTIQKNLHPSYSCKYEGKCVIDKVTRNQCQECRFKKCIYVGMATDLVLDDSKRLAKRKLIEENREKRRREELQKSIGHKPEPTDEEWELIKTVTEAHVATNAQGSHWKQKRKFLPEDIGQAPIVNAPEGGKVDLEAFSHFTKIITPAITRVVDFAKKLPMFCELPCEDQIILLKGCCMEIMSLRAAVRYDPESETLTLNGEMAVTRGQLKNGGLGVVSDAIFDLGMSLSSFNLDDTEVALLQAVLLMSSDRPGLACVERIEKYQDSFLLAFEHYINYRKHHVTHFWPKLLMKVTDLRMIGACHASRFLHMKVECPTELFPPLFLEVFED
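Human TRb ligand-binding domain (0.6 uM) is mixed with 20 nM Texas Red SRC2 peptide and 1 uM T3; after compound addition and 5 hr at ambient temperature, polarization is measured and normalized to unbound and bound controls.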
TexasRed fluor = alters Texas Red total fluorescence, flagging assay interference. Potency, µM (top dose mostly 106 µM), without a hit: at the top dose fluorescence change, negative = quenching. hit rate 0.29% among 280,000. TRb/SRC2 Texas Red total fluorescence interference; active means well fitted curve in either direction with a large enough effect; inconclusive means small, poorly fitted or top-dose-only effect; further: on the % scale 0 is the no-effect control and ±100 the full control effect
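Flags fluorescent or light-absorbing compounds by total fluorescence, S + 2P, at 555 nm excitation and 632 nm emission. Mixture: 20 nM Texas Red SRC2 peptide, 0.6 uM human TRb LBD, 1 uM T3, 5% DMSO; compound exposure 5 h at ambient temperature.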
* hit, by the source's call; i = inactive; ? = inconclusive; / = not tested or not shown; [ ] = remark or other dose. Unless noted, the call rests on the fitted dose curve; in most records, active means well fitted curve in the direction sought with a large enough effect; inconclusive means small, poorly fitted or top-dose-only effect, or another doubt; inactive means no such curve, though single readings can be large; an effect the other way counts as inactive or inconclusive. Potency means the concentration at half of the fitted maximal effect.

The opening 2 records as a preview:
SMILES	KDM4E inh	ALDH1A1 block	SMN2 splice enh	LMNA splice mod	RGS12 GoLoco inh	RECQ1 helicase	TRb-SRC2 inh	TexasRed fluor
S=C(c1ccc(Br)cc1)N1CCN(Cc2ccccc2)CC1	-2%	?	-24%	2%	-11%	7%	-6%	1%
CCn1c(C(=O)OC)cc2c1ccn2-c1ccc(F)cc1	?	?	16µM*	14%	4%	-9%	4%	-2%

Results, from the first entry:
SMILES	KDM4E inh	ALDH1A1 block	SMN2 splice enh	LMNA splice mod	RGS12 GoLoco inh	RECQ1 helicase	TRb-SRC2 inh	TexasRed fluor
S=C(c1ccc(Br)cc1)N1CCN(Cc2ccccc2)CC1	-2%	?	-24%	2%	-11%	7%	-6%	1%
CCn1c(C(=O)OC)cc2c1ccn2-c1ccc(F)cc1	?	?	16µM*	14%	4%	-9%	4%	-2%
Cc1cc2c(=O)n(CC(=O)NCC(=O)N3CCN(Cc4ccccc4)CC3)cnc2s1	-7%	-5%	-2%	6%	9%	-4%	9%	0%
O=C(O)CNC(=S)N(Cc1ccccc1Cl)C1CCCCC1	-2%	-5%	-9%	/	4%	-1%	1%	1%
O=C(/C=C/c1ccco1)Nc1ccc2nn(-c3ccccc3)nc2c1	?	?	16%	-11%	15%	2%	4%	-4%
CN(C)S(=O)(=O)c1cc(NC(=O)CN2CCCc3ccccc32)ccc1Cl	?	8.9µM*	-22%	9%[9.22 µM]	33%[activator]	-14%	5%	8%
Cc1ccsc1C(=O)Nc1ccc(C(=O)O)cc1	3%	10%	14%	12%	-1%	-10%	2%	2%
CCN(C(=O)c1cc2c(=O)[nH]c3ccc(C)cc3c2s1)c1ccc(F)cc1	-29%	/	/	/	3%	-13%	-5%	-2%
O=C(NC(=O)c1ccccc1O)c1ccc(C(F)(F)F)cc1	-2%	/	/	/	4%	i	3%	-1%
CCOc1ccc(N(Cc2ccc(OC)cc2)C(=O)c2ccco2)cc1	-5%	-12%	2%	-4%[46 µM]	0%	i	-3%	0%
CC(=O)N(CCC1(C(C)C)CCOC(C)(C)C1)C(C)c1cccs1 (stereo not given)	12%	/	/	/	-1%	0%	-3%	5%
N#C/C(=C\c1cccc([N+](=O)[O-])c1)C(=O)NCc1cccnc1	0%	-5%	28%	-14%	-1%	-2%	12%	7%
CC(=O)N1CCCC(C(=O)c2ccc3c4c(cccc24)CC3)C1 (stereo not given)	?	?	/	4%[46 µM]	7%	-3%	-3%	-4%
COc1ccc(C(=O)NNC(=O)CSc2nnc(COc3ccccc3)n2C)cc1	10%	5%	8%	5%	4%	3%	1%	-1%
COc1ccccc1/C=C/C(=O)c1ccc(NC(C)=O)cc1	-19%	13%	/	-22%	9%	-2%	8%	-2%
CCc1cc2c(SCC(=O)c3cccs3)ncnc2s1	0%	-9%	?	-13%	6%	-7%	-14%	-1%
NC(=O)CC(NC(=O)c1ccccc1)c1ccc(NCCc2cccc(F)c2)c([N+](=O)[O-])c1 (stereo not given)	2%	/	/	/	1%	5%	0%	-1%
Cc1ccc(C(c2nnnn2C(C)(C)C)N2CCc3ccccc3C2)cc1 (stereo not given)	0%	5%	35%	-4%	-1%	4%	-5%	-4%
CCOC(=O)C1CCN(C(=O)Nc2ccc(OC)c(OC)c2)CC1	4%	9%	-10%	-11%	5%	-5%	2%	-2%
CC(C)Cn1c(CN2CCN(C(=O)c3ccco3)CC2)nc2c1c(=O)n(C)c(=O)n2C	-9%	-7%	-15%	/	5%	-1%	-1%	-4%
CCOC(=O)C1=C(C)NC(=O)C1(NC(=O)c1cccnc1)C(F)(F)F (stereo not given)	-4%	-4%	?	-8%	-11%	3%	1%	-2%
CN(CC#CCC(c1ccccc1)c1ccccc1)C(C)(C)C	10%	-5%	-5%	1%	10%	-1%	6%	-4%
COc1ccc(-c2cc(C(F)(F)F)nc(SCC(=O)N3CC(C)OC(C)C3)n2)cc1OC (stereo not given)	?	?	13%	-20%	5%	-4%	-14%	2%
CC(C)(CO)NC(=O)CC1C(=O)NCCN1CC(c1ccccc1)c1ccccc1 (stereo not given)	?	0%	/	?	4%	9%	2%	-3%
Cc1ccc(/C=N/NC(=O)Cn2ccc(C(F)(F)F)n2)o1	-15%	3%	12%	7%[46 µM]	18%	-22%	0%	-1%
Cn1c(=O)[nH]c(=O)c2c1nc(NCCCO)n2CCCc1ccccc1	5%	-4%	-11%	7%	1%	-2%	-1%	-3%
Cc1cc(O)cc2c1C(c1ccc(F)cc1)CC1(CC(C)(C)NC(=S)N1)O2 (stereo not given)	-8%	0%	/	/	5%	-5%	0%[53 µM]	-1%[53 µM]
CN1C(=O)/C(=C/c2ccc(C(=O)NC3CCCC3)cc2)Oc2ccccc21	?	?	-15%	8%[46 µM]	4%	i	-3%	0%
Cc1nn(CC(=O)Nc2ccc(C#N)cc2)c(C)c1[N+](=O)[O-]	-5%	-2%	-9%	-9%[46 µM]	8%	-5%	-3%	-5%
O=C(Nc1ccc2c(c1)OCCO2)C1c2ccccc2C(=O)N2CCc3ccccc3C12 (stereo not given)	6%	-3%	8%	-3%	5%	-11%	-2%	-2%
Brc1ccc2nc(-c3c[nH]c4ccccc34)cn2c1	?	2%	10µM*	?	11%	-5%	9%	-10%
Nc1ccc2nc3c(=O)n(C4CCCCC4)c(=O)[nH]c3nc2c1	?	/	/	/	25µM*	-16%	4%	-1%
O=C(CNC(=S)N(Cc1ccccc1)Cc1cccnc1)NCc1ccccc1	-6%	18µM*	18%	/	-8%	-2%	10%	1%
COc1cccc(C(=O)COC(=O)c2ccc(NC(C)=O)cc2)c1	0%	4%	7%	4%	-5%	-4%	3%	-2%
O=C(NNC(=O)C1[C@H]2CCCC[C@@H]12)NC1CCCCC1 (stereo not given in full)	-14%	-9%	-16%	-8%	-8%	12%	4%	-1%
Cc1ccc(S(=O)(=O)c2ccccc2)cc1S(=O)(=O)N1CCOCC1	-1%	?	-35%[inhibitor]	-14%	-5%	4%	3%	-3%
COc1ccc(CCc2nnc(CCC(=O)NCCc3ncccc3C)o2)cc1	-6%	-3%	11%	-8%[46 µM]	6%	i	-2%	-1%
O=C(Oc1cccccc1=O)c1ccccc1	-5%	-2%	-47%[inhibitor]	?	8%	-3%	-3%	0%
CC(=O)NCCOc1cccc(OCCNC(C)=O)c1	-7%	5%	-14%	-5%	9%	-6%	1%	-2%
CCCN1Cc2cccc(C(=O)NCc3ccc(C)cc3)c2C1=O	7%	-7%	-6%	1%[46 µM]	10%	-3%	-6%	-2%
O=C(CSc1ccc(Cl)cc1)NCc1ccncc1	2%	-2%	-11%	11%[46 µM]	-1%	i	-2%	-1%
CNc1ncnc2ccc(-c3ccccc3C)cc12	/	-8%	/	2%	3%	2%	/	/
CCCS(=O)(=O)N1CCC(CCOc2ccccc2)(C(=O)OCC)CC1	1%	-9%	/	23%[46 µM]	7%	-30%	-3%	0%
CC(C)(C)c1cc(=O)n2c(nc3ccccc32)[nH]1	-2%	?	/	?	/	4%	-3%	3%
O=C(O)C1=C[C@@H](c2ccc3c(c2)OCO3)C[C@@H](OCc2ccc(CO)cc2)O1	-8%	6%	/	/	-2%	i	-11%	-1%
COc1cc(NC(=O)C2CCN(S(=O)(=O)c3cnc[nH]3)CC2)cc(OC)c1OC	3%	-7%	-14%	6%	-1%	-2%	0%	-4%
Cc1ccc(S(=O)(=O)N2CCN(C(=O)N3CCOCC3)C2C(C)C)cc1 (stereo not given)	-4%	-2%	-19%	2%	4%	-9%	-2%	3%
O=C(CN(c1ccc(F)cc1)S(=O)(=O)c1ccc2c(c1)OCCO2)Nc1cccnc1	3%	?	?	0%	7%	-12%	4%	-2%
COc1ccc(-n2c(=O)cnc3cnc(N4CCN(C)CC4)nc32)cc1	/	20%	/	-12%	-3%	i	/	/
CC(C)C1CC(=O)NC(SCC(=O)Nc2ccc(Br)cc2)=C1C#N (stereo not given)	13%	8.9µM*	-27%	?	9%	-16%	-5%	2%
O=C(CSc1ccccc1)Nc1ccccc1N1CCOCC1	4%	-6%	-7%	9%	-8%	-4%	4%	1%
O=C(c1cnccn1)N1CCC2(CC1)CN(c1cccc(-c3ccccc3)c1)C2	/	-7%	-44%[inhibitor]	/	-13%	i	/	/
CC(C)NC(=O)N1CCCC2(CCN(C(=O)c3ccncc3)CC2)C1	/	9%	9%	/	6%	i	/	/
O=[N+]([O-])c1cccc(/C=N\N2CCN(c3ccc(Cl)cc3)CC2)c1	4%	2%	-8%	4%	-4%	-7%	0%	-3%
CC(C)C(NC(=O)OCc1ccccc1)C(=O)NCc1ccc(C(=O)O)cc1 (stereo not given)	1%	11%	1%	-5%	3%	-7%	-2%	2%
CCOC(=O)COn1c(=O)c(-c2cc3ccccc3o2)[n+]([O-])c2ccccc21	-2%	-7%	14µM*	10%[0.0737 µM]	0%	-8%	6%	-3%
O=C1C2CCCN2C(c2ccc(F)c(F)c2)N1c1cccc(Cl)c1 (stereo not given)	3%	9%	-2%	3%	-3%	-15%	-3%	1%
CCN=C1S/C(=C\c2ccc(OC)c(OCC)c2)C(=O)N1CC	-22%	-13%	0%	-6%	2%	-9%	2%	2%
CCC(=O)Nc1cccc(NC(=O)c2ccccc2Cl)c1	6%	-4%	-22%	/	-1%	-13%	-1%	-2%
Cc1cccc(NC2=C(NC(=O)c3ccccc3)C(=O)c3ccccc3C2=O)c1	-17%	25µM*	-16%	?	16%	-5%	6%	-3%
Remaining list, next part
SMILES	KDM4E inh	ALDH1A1 block	SMN2 splice enh	LMNA splice mod	RGS12 GoLoco inh	RECQ1 helicase	TRb-SRC2 inh	TexasRed fluor
COCCN(CCOC)S(=O)(=O)c1ccc(C(=O)NC2CCN(Cc3ccccc3)CC2)cc1	12%	8%	-45%[inhibitor]	?	2%	i	0%	-1%
Fc1ccc(Sc2cc(Cl)c(-c3ccccc3)nn2)cc1	-2%	?	-9%	12%[0.0737 µM]	10%	i	-9%	1%
CCOc1ccccc1C(=O)N(Cc1ccco1)C1CCS(=O)(=O)C1 (stereo not given)	6%	19%	-2%	3%	-3%	-2%	-3%	8%
O=C(Cc1ccccc1)Nc1nc(-c2cccc([N+](=O)[O-])c2)cs1	-1%	4%	-15%	-13%	4%	-5%	-12%	-1%

An excerpt; the hit share may differ from the screen's.
